From PubChem
PAFAH2 FP inh: inhibitors of human PAFAH2 | Q99487 | recombinant PAFAH2, FP-rhodamine activity probe, fluorescence polarization | inhibition, % at 3.39 µM | hit rate 0.99% among 340,000;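 active = inhibition above the mean over all tested compounds plus 3 SD, cut at about 30% in these data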;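 also: inhibitors block probe labeling of enzyme so polarization drops; 0% = enzyme with DMSO and 100% = wells lacking PAFAH2 protein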
PAFAH1B3 inh: inhibitors of human PAFAH1B3; Q15102; AID 492972; recombinant PAFAH1B3, FP-rhodamine probe, fluorescence polarization; inhibition, % at 3.39 µM; hit rate 0.28% among 340,000;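 active = inhibition above the screen-wide average of all tested compounds plus 3 SD, cut at about 25% in these data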;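 also: 0% = enzyme with DMSO only and 100% = wells lacking PAFAH1B3 protein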
Target sequence (Q15102 whole entry, looked up): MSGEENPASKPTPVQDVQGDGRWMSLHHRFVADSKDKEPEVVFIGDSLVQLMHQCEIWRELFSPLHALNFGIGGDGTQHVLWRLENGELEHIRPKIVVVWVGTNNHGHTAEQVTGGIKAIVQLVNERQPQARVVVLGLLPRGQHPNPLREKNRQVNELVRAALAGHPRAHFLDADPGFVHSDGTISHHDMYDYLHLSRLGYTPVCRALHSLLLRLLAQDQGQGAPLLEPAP
Active calls of the source: *. Not all compounds are listed. The share of hits here may be higher or lower than overall.

SMILES	PAFAH2 FP inh	PAFAH1B3 inh
CC(=O)c1cccc(OC(=O)c2ccccc2)c1	7	6
Cc1ccc2c(c1C)C(=O)C(=O)N2	10	3
O=C(NC1CC1)c1ccc(NC(=O)C2CCCC2)cc1	1	6
O=C(COc1ccc(S(=O)(=O)Nc2ccccc2)cc1)NCc1ccccn1	-2	10
Nc1nnc(SCC(=O)Nc2cccc(Cl)c2)s1	-4	9
Cc1ccc(Nc2nc(N)nc(CN3CCN(Cc4ccc5c(c4)OCO5)CC3)n2)cc1C	-13	1
CC(=O)Nc1ccc2c(c1)nc(CCN1CCN(c3ccccn3)CC1)n2C	1	-4
COc1ccc(NC(=O)CN2CCN(CC(=O)Nc3cc(OC)cc(OC)c3)CC2)cc1	-1	7
CC(C)(C)N(Cc1ccccc1)C(=O)CN1C(=O)c2ccccc2C1=O	14	11
CSCCC(NC(=O)c1ccc(Cl)cc1Cl)C(=O)N(C)Cc1nc2ccccc2c(=O)[nH]1 (configuration not stated)	27	5
N[C@@H](Cc1ccc(F)cc1)C(=O)O	2	6
COc1cc(OC)cc(C(=O)NC(C(=O)NNC(=O)CN(C)S(=O)(=O)c2ccc(C)cc2)C(C)C)c1 (configuration not stated)	-3	0
CC1CC(C)CN(C(=O)/C=C/c2ccc([N+](=O)[O-])s2)C1 (configuration not stated)	9	10
O=C1N=c2ccccc2=C1c1sc(Nc2ccc(O)cc2)nc1O	9	3
Cc1ccc(S(=O)(=O)NC(=O)N2CCCC2)cc1	6	5
O=C1C(=Cc2ccco2)CCCC1=Cc1ccco1	10	-1
CCN(CC)CCNC(=O)c1ccc(NC(=O)c2cccc(S(=O)(=O)N3CCCCCC3)c2)cc1	-11	8
COCCCn1cnc2c(c1=O)c1nc3ccccc3nc1n2CCc1ccccc1	4	1
Cn1c(N)c(C(=O)COC(=O)c2cc(S(=O)(=O)NCc3ccccc3)ccc2O)c(=O)n(C)c1=O	0	4
CCOc1ccc(OCCC(=O)N(CC)CC(=O)Nc2ccccc2OC)cc1	1	-2
CNc1nc(Cl)nc2ncn(C)c12	-8	-1
Cc1cc(C)n(CC(C)NC(=O)c2cc(COc3ccc(F)c(F)c3)on2)n1 (configuration not stated)	-1	4
N#Cc1c(-c2ccccc2)cc(C2CC2)nc1SCC(=O)c1cccs1	-3	4
O=C(O)C1CCCCN1C(=O)c1ccc(S(=O)(=O)N2CCCC2)cc1 (configuration not stated)	3	3
COc1ccc(/C=C/C(=O)N(C)C2CCS(=O)(=O)C2)cc1 (configuration not stated)	3	6
(further entries)
SMILES	PAFAH2 FP inh	PAFAH1B3 inh
CCOc1ccc2c(c1)C(C)=CC(C)(C)N2S(=O)(=O)c1ccc(C)cc1	4	6
CC(C)(Oc1ccc(Cl)cc1)C(=O)OCC(=O)NCCc1ccc(S(N)(=O)=O)cc1	-5	2
CCOC(=O)C1(Cc2ccccc2C#N)CCCCC1=O (configuration not stated)	9	2
CC(C)CC(NC(=O)C1CCCN1C(=O)OC(C)(C)C)C(=O)NCC(N)=O (configuration not stated)	0	13
COc1ccc(NC(=O)COC(=O)c2ccc(S(=O)(=O)N3CCCCCC3)cc2)c(OC)c1	4	0
Cc1ccc(-c2nc(C=Nc3ccc(O)cc3)c(O)o2)cc1	19	13
CC(C)C[C@@H](CNCC(=O)[C@H](Cc1ccccc1)NC(=O)c1[nH]cnc1C(=O)N[C@@H](C)CN)NC(=O)c1nc[nH]c1C(=O)N[C@@H](CC(=O)O)C(=O)O	3	13
CC(OC(=O)c1ccc([N+](=O)[O-])o1)C(=O)Nc1nc(-c2ccc(F)c(F)c2)cs1 (configuration not stated)	0	1
CC(C)(C)OC(=O)n1cccc1/C=C1\c2ccccc2C(=O)N1c1ccccc1	7	5
Cc1coc2c1c(C)cc1oc(=O)c(CC(=O)NCC(=O)NCC(=O)O)c(C)c12	6	10
O=C(NCC1CCCO1)c1ccc(S(=O)(=O)Nc2ccc(F)cc2)cc1 (configuration not stated)	6	0
O=C(COC(=O)c1ccccc1NCCO)Nc1ccc(S(=O)(=O)NC2=NCCCCC2)cc1	-1	-5
O=C(CCC(=O)Nc1ccccc1Cl)NNS(=O)(=O)c1ccc(Cl)cc1	-3	0
O=C(NCc1ccco1)c1ccc(C(=O)NCc2ccco2)cc1	0	7
O=C1NC(=NCc2ccccc2)NC1(c1ccccc1)c1ccccc1	10	-1
CC1CN(c2ccc(Cl)cc2)c2nc3c(c(=O)[nH]c(=O)n3C)n2C1 (configuration not stated)	1	8
CCCCN(c1ccccc1)S(=O)(=O)c1cccc(C(=O)Nc2c(C)n(C)n(-c3ccccc3)c2=O)c1	5	1
COC(=O)c1sc2ccccc2c1C(=O)OC	-1	4
O=S(=O)(c1ccc(Br)cc1F)N1CC[C@H](O)C1	-3	5
COCCC(=O)N1CCC(Oc2ccc(C(=O)N3CCCC(COC)C3)cc2)CC1 (configuration not stated)	-3	1
CC1C(=O)C(C)C(c2ccccc2)N(N=O)C1c1ccccc1 (configuration not stated)	12	8
CC(C)c1ccc(/C=N/NC(=O)c2ccc(-n3cnnn3)cc2)cc1	-4	3
O=C1CCC[C@@H]2Cc3nc4ccc(O)cc4cc3[C@@H]3CCN1[C@H]23	4	2
CC(C)C[C@H]1CN([C@@H](CC(C)C)CN2CCC[C@@H]2CN2C(=O)C(=O)NC[C@@H]2Cc2ccccc2)C(=O)C(=O)N1CC1CCCCC1	10	5
CC1CCCN(Cc2c(O)ccc3c(=O)c(-c4ccc(Cl)cc4)coc23)C1 (configuration not stated)	-7	6
Going on with the list:
SMILES	PAFAH2 FP inh	PAFAH1B3 inh
COCc1cc(=O)[nH]c(N2CCN(c3ccccc3OC)CC2)n1	4	7
O=C(c1ccccc1)c1cccc2ccccc12	4	4
Cc1ccc(CNC(=O)COc2cccc3c2OC(C)(C)C3)cc1	2	1
CCc1nc(SCc2cc(=O)[nH]c3ccccc23)c2c(C)c(C)sc2n1	-3	0
Cc1noc(C)c1COc1ccccc1C(=O)NCCc1ccccc1	3	12
N#C/C(=C/c1ccc(-c2ccc(S(=O)(=O)N3CCOCC3)cc2)o1)C(=O)NC1CC1	7	5
Cc1cccc(N(C(=O)Cc2cccs2)C(C(=O)NC2CCCC2)c2ccsc2)c1 (configuration not stated)	0	-2
O=C(CN1CCN(CC(=O)Nc2ccccc2F)CC1)Nc1cccc(F)c1	4	-6
COc1ccc(C(O)(C(C)C)C(CN2CCOCC2)c2ccccc2)cc1 (configuration not stated)	3	-1
Cc1cccc(-c2nc(CS(=O)CC(=O)NC3CCCC3)c(C)o2)c1 (configuration not stated)	0	4
Fc1cccc(CSc2ncnc3c2ncn3C2CCCCO2)c1 (configuration not stated)	-1	11
CCCCCC(=O)Nc1cc(S(=O)(=O)O)cc2cc(S(=O)(=O)O)cc(O)c12	57*	35*
CCOc1ncccc1C(=O)OC(C)C(=O)NC1CCCCC1 (configuration not stated)	2	3
Nc1nc(-c2cccnc2)nn1C(=O)c1ccc(Cl)cc1	-3	-2
CC1CCc2c(ccc3ccccc23)C1=O (configuration not stated)	5	3
O=C(O)c1ccccc1NS(=O)(=O)c1ccc(N/N=C/c2cccc(O)c2O)c([N+](=O)[O-])c1	63*	48*
COc1ccccc1N1CC(C(=O)OCC(=O)Nc2cc(C)on2)CC1=O (configuration not stated)	1	8
O=C(O)CCCCCN=C1CCc2ccccc2N1	3	4
O=C(CCCn1c(=S)[nH]c2cc3c(cc2c1=O)OCO3)N1CCN(c2ccccn2)CC1	-5	6
CCN(c1ccccc1)S(=O)(=O)c1ccc(OCC(F)(F)F)c(NC(=O)c2ccc(=O)[nH]c2)c1	-4	11
CN(CCOc1ccc(Cl)cc1)C(=O)c1cccc(S(=O)(=O)N2CCN(c3ccccc3)CC2)c1	1	-5
CN(C(=O)c1ccc(NC(=O)Cc2ccc(NC(=O)C3CCN(C(=O)C4CCC4)CC3)cc2)cc1)C1CCCC1	7	4
Cc1cc(C(=O)N/N=C2\CCCC(=O)C2)c(C)o1	-4	5
CC(=O)OC(=C(OC(C)=O)c1ccccc1)c1ccccc1	-6	1
O=c1[nH]c2cc3c(cc2cc1CN(Cc1ccccc1)Cc1nnnn1Cc1ccco1)OCCO3	4	0
Remaining list, next part.
SMILES	PAFAH2 FP inh	PAFAH1B3 inh
CC(C)Cn1cnc2c(SCc3ccccc3)nc(N)nc21	0	-5
COC(=O)c1ccccc1S(=O)(=O)N1CCC(NC(=O)C(Cc2cccc(OC)c2OC)NC(C)=O)CC1 (configuration not stated)	5	-2
CC1=NN(C(N)=S)C(=O)C1N=Nc1ccc(O)cc1 (configuration not stated)	5	1
C#CC1(O)CCC2C3CCC4=C(CCC(=O)C4)C3CCC21C (configuration not stated)	3	10
COc1ccc(-n2c(SCc3cccnc3)nc3c(c2=O)SCC3)cc1OC	-3	2
O=[N+]([O-])c1cccc(-c2nnc(-c3ccccc3F)o2)c1	4	1
O=C(CC1(O)CCCCC1)OC1CCCC1	4	3
COc1cc2c(cc1OC)C1c3ccc(OC)c(OC)c3OCC1(O)C2 (configuration not stated)	4	6
CC1CCCCN1C(=O)COC(=O)c1cc(Cl)c2c(c1)OCO2 (configuration not stated)	-2	5
COc1ccc2c3c(ccc2c1)C(=O)/C(=C/O)CC3	4	1
O=C1OCCN1N=Cc1ccco1	8	8
COc1cccc(NC(=O)CN(C)C(=O)c2cccc(NS(=O)(=O)c3ccc(Br)cc3)c2)c1	4	0
O=C(CN1C(=O)NC2(CCCC2)C1=O)N1CCCSC1=Nc1ccccc1	-4	-2
CN(C(=O)c1cccc(NC(=O)Cc2ccc(NC(=O)C3CCCN(C(=O)C4CCCC4)C3)cc2)c1)C1CC1 (configuration not stated)	-15	4
CCN(CC)CCCC(C)Nc1nccc2cccc(Cl)c12 (configuration not stated)	-5	-3
COc1ccc(NC(=S)NC(=O)c2cc3ccccc3o2)c(OC)c1	2	8
O=C(O)Cc1ccc(NC(=O)Nc2ccc3c(c2)OCO3)cc1	2	1
O=C(NNC(=O)C1CC=CCC1)c1ccccc1Cl (configuration not stated)	-5	3
OCC(O)C1OC(c2ccco2)OC(CO)C1O (configuration not stated)	-1	2
